Source: PubChem BioAssay (several laboratories)
aSyn UTR inh: MLPCN primary screen, SNCA 5' untranslated region; alpha-synuclein 5'UTR reporter, inhibitor activity; inhibition, % (tested at 7.5 µM); actives 0.82% (n = 300,000); in the data active means inhibition above about 60%; inconclusive means no clear call, values can overlap the other calls;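 further: H4 neuroglioblastoma cells stably carrying SNCA 5'UTR luciferase fusion; 0% = DMSO wells and 100% = positive control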
GSK3 alpha inh: inhibitors of human GSK-3 alpha kinase. P49840. ADP-Glo luminescence, 60 min. inhibition, % at 10 µM. actives 0.1% (n = 320,000);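 in the data active means inhibition above about 50%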;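 further: GST-tagged GSK-3 alpha with peptide substrate and 25 µM ATP; 0% = DMSO neutral wells and 100% = GW8510 positive control wells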
Target sequence (P49840 whole entry, looked up): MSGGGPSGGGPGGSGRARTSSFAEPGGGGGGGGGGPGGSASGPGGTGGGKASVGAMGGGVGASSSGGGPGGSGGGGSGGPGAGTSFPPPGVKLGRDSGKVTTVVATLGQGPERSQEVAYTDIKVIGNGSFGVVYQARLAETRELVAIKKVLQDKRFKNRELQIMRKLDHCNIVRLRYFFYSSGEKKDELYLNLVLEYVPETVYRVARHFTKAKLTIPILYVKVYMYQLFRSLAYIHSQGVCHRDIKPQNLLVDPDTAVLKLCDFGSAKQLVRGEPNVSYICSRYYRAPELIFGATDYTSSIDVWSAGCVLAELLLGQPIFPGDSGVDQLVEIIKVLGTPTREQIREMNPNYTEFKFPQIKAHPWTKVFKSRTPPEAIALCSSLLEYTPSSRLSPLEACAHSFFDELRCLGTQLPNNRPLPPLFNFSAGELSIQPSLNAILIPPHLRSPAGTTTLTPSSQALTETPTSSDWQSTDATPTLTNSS
HSF1 inh: HSF1 inhibition | AID 2098 | actives 0.77% (n = 300,000) | NIH3T3-HGL HSE-luciferase, MG132-induced, luminescence 8 h; active compounds read low | activity change, negative = inhibition, % at 7.5 µM (by protocol);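 active means more than half of replicate wells show activity change below -50%, luminescence cut by over half; inconclusive means some wells, but at most half, below -50%; inactive means no replicate well below -50%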;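 further: luciferase reports HSF-1 transcriptional activity via heat shock element; 0% = median of DMSO wells and -100% = zero luminescence signal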
GSK3B inh: blocks human GSK3beta kinase activity | P49841 | GST-GSK3beta kinase, ADP-Glo luminescence, 60 min; active compounds read low | activity score (negative = inhibition), % at 10 µM | actives 0.038% (n = 300,000);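 active means more than half of replicate wells score below -50%, meaning over 50% inhibition versus plate controls; inconclusive means some replicates but at most half score below -50%; inactive means no replicate scores below -50%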;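 further: 0% = median DMSO wells and -100% = median GW8510 positive control wells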
Target sequence (P49841 whole entry, looked up): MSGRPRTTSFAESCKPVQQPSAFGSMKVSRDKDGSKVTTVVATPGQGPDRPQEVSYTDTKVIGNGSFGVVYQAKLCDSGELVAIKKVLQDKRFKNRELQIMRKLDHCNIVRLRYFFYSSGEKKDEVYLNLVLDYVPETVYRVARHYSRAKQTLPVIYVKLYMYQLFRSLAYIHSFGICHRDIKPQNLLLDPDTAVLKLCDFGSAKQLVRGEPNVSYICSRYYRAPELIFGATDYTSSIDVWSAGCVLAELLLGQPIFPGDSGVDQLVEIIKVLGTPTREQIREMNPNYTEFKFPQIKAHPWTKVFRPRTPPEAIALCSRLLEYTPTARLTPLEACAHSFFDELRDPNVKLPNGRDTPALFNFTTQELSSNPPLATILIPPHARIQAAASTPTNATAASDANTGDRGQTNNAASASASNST
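Test system – GST-tagged human GSK3beta kinase, cell-free · Incubation – 60 min enzyme reaction, room temperature · Signal – ADP-Glo luminescence · Also added – peptide substrate and ATP at 25 µM · Controls – DMSO neutral wells and GW8510 at 20 µM as positive · Buffer or medium – Tris/MgCl2 kinase buffer · Measure – Luminescence-derived activity versus plate DMSO and GW8510 wells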
HIF act: HIF pathway transcriptional activation; U2OS HRE-luciferase reporter, luminescence; normalized: DMSO 0%, desferrioxamine 100%; activation, % at 7.5 µM (by protocol); AID 1910; actives 0.32% (n = 300,000);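 active means mean activation of at least 10% of the iron chelator positive control signal, with at least half of replicates also reaching 10%; inconclusive means mean and replicate majority disagree about reaching 10%; inactive means mean and most replicates under 10%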
IEC-6 tox: IEC-6 cytotoxicity, counter-screen for KLF5 inhibitors; inhibition, % at 5 µM; actives 0.78% (n = 290,000); luminescence viability; in the data active means inhibition above about 22%;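 further: 0% = plate median of test compound wells and 100% = cytotoxic reference compound wells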
HSP90 refold inh: HSP90 refolding inhibition in rabbit reticulocyte lysate; luciferase refolding luminescence, 3 h; inhibition, % at 5.6 µM; actives 0.91% (n = 290,000);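 active means inhibition above the screen-wide mean plus 3 SD, computed separately per campaign, cut at about 16% in these data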;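 further: 0% = DMSO wells and 100% = 60 µM geldanamycin wells; inhibitors lower the luminescence because luciferase stays unfolded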
HSF-1 act: increases HSF-1 driven luciferase reporter signal; NIH3T3-HGL HSF-1 luciferase reporter, MG132, 8 h; 100% = twice DMSO control signal; activation, % at 9 µM; actives 1.7% (n = 300,000); AID 504408;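 active means mean replicate activation of at least 50% with a set share of replicates each reaching 50%; inconclusive means only one of those two conditions met; inactive means mean below 50% and too few replicates reaching it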;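 further: 0% = median of the neutral control wells and 100% = twice that signal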
KLF5 inhibitor: suppresses KLF5 promoter-driven expression | DLD-1 KLF5 promoter-luciferase reporter, luminescence | inhibition, % at 5 µM | actives 0.23% (n = 290,000);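 active means inhibition above a per-plate limit of that plate's mean compound inhibition plus 3 SD, cut at about 60% in these data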;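 further: 0% = DMSO wells and 100% = LY294002 at 200 µM; higher means less KLF5 promoter-driven luciferase light; inactives centre near -14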
AI-2 QS modul: modulates the Vibrio harveyi AI-2 quorum sensing system. Vibrio harveyi JMH597 AI-2 luminescence/OD600 ratio, 9 h; active compounds read low; strain lacks LuxN and CqsS sensors; 0 = neutral-control median. activity change, % at 7.5 µM. actives 0.4% (n = 300,000); in the data active means activity change below about -75%, passing the limit was not always enough; inconclusive means no clear call, values can overlap the other calls;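 further: luminescence divided by OD600 gain over 9 h not by final OD600 alone; inactives centre near 13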
Starred values were filed as active, the others as inactive; ? = inconclusive; · = no result given.

SMILES	aSyn UTR inh	GSK3 alpha inh	HSF1 inh	GSK3B inh	HIF act	IEC-6 tox	HSP90 refold inh	HSF-1 act	KLF5 inhibitor	AI-2 QS modul
Cc1ccc(NC(=O)C(C)c2ccc(-c3ccccc3)c(F)c2)c(C)c1 (centres undefined)	-7	2	8	1	-0.3	-3	2	-5	-18	7
CCCCC(=O)Nc1ccc(C(=O)NNC(=O)CCCOc2ccc(Cl)cc2Cl)cc1	11	-3	0	-28	2.8	4	3	-13	-1	22
CCOC(=O)CSc1nc(N)nc(C)c1Cl	-10	0	-5	1	0.0	-6	1	-11	-7	10
CC1CN(c2sc(S(C)(=O)=O)nc2S(=O)(=O)c2ccc(Cl)cc2)CC(C)O1 (centres undefined)	10	0	-6	3	-0.8	-5	1	9	-24	38
Cc1cc(C)c(OCCN2CCCC2)c(Cl)c1	14	0	-4	2	0.6	-2	-4	-13	-30	2
Cc1cc(C(=O)CSc2ccc3c(c2)OCCO3)c(C)n1C1CC1	-126	-1	20	0	2.2	10	2	?	-32	10
CCOc1ncccc1C(=O)N1CCN(S(=O)(=O)c2ccccc2)CC1	-12	1	-7	0	-0.5	-6	4	-7	-21	10
CC(NC(=O)NC12CC3CC(CC(C3)C1)C2)C1CCCO1 (centres undefined)	-7	0	-3	0	-0.4	0	3	2	1	-10
COc1ccc(CCNC(=O)Cn2cc(C(F)(F)F)cc(Cl)c2=O)cc1	-34	-1	1	2	-0.6	2	0	7	-4	30
C/C(=N\NC(=O)CC#N)c1cc2ccc(O)cc2oc1=O	14	5	1	-5	-0.3	-2	3	9	-7	-3
O/N=C(/CCc1ccccc1)C1(O)CCCCC1	-2	-1	1	-1	0.0	5	0	6	7	3
O=C(NC(=S)N1CCCC1)c1ccccc1Cl	2	-4	1	1	0.0	5	-3	-5	-15	1
COc1ccc(/C(O)=C2/C(=O)C(=O)N(CCN(C)C)C2c2cccnc2)cc1OC (centres undefined)	-4	-2	-8	0	-0.4	-1	2	-1	-10	16
CCc1cc2c(C)ccc(C)c2nc1SCC(=O)Nc1c[nH]c(=O)[nH]c1=O	11	1	2	-1	-0.4	0	1	12	-28	6
CC(=O)Nc1ccccc1O	10	-5	6	0	-0.4	-1	-1	-15	-13	5
Cc1nn(-c2ccccc2)c(Cl)c1/C=N/NC(=O)c1ccco1	-106	0	22	-4	2.9	2	-2	34	-144	22
COc1ccc(F)cc1S(=O)(=O)NCc1cc(=O)n(C)c(=O)n1C	4	0	0	2	0.1	1	2	-2	-36	-1
O=Cc1cn(CC(O)CN2CCCCC2)c2ccccc12 (centres undefined)	28	-1	·	0	-0.3	-7	0	·	-16	13
CN(CC(=O)NCCc1ccc(F)cc1)Cc1ccc(Br)cc1	22	1	-3	2	-0.4	-2	-1	10	5	-8
CCOc1ccc(CNC(=O)C2CCCN(S(C)(=O)=O)C2)cc1OC (centres undefined)	19	-1	-5	3	0.5	2	-1	-11	-32	23

Just aSyn UTR inh, for two of the compounds above:
SMILES | aSyn UTR inh
CC(=O)Nc1ccccc1O | 10
Cc1nn(-c2ccccc2)c(Cl)c1/C=N/NC(=O)c1ccco1 | -106

(more compounds)
SMILES	aSyn UTR inh	GSK3 alpha inh	HSF1 inh	GSK3B inh	HIF act	IEC-6 tox	HSP90 refold inh	HSF-1 act	KLF5 inhibitor	AI-2 QS modul
O=C(Cn1c(=O)sc2ccccc21)Nc1ccccc1C(=O)O	-6	-2	0	-3	-13	-1	-3	1	-24	4
COc1cccc(CN(C)CC(=O)Nc2c(C)cccc2C(C)C)c1	15	-1	4	4	0.1	5	1	8	-14	3
Cc1cc(C)cc(N(C(=O)c2ccc3c(c2)OCO3)C2C=CS(=O)(=O)C2)c1 (centres undefined)	11	-2	-7	-6	0.4	1	-3	-5	-1	23
CC(OC(=O)CCSc1ccccc1)C(=O)Nc1ccc(S(N)(=O)=O)cc1 (centres undefined)	7	·	-1	3	-0.2	·	·	-2	·	19
CC1=C(C(=O)OCC(C)C)C23C(=O)c4ccccc4C2(O1)OC(N)=C3C#N (centres undefined)	-14	1	-2	-3	·	7	-1	18	-16	10
Cc1cc(NC(=O)CSCC(=O)Nc2ccc(Cl)c(C(F)(F)F)c2)no1	26	-3	12	0	-0.6	·	·	18	·	4
NC(=O)NOCc1ccccc1	-3	-1	-5	1	-1.0	-1	6	-6	-27	29
Cc1ccc(C)c(NS(=O)(=O)c2ccc3c(c2)NC(=O)CO3)c1	-23	·	-3	1	0.2	5	2	6	-15	4
COc1ccc2c(CC(=O)OCC(=O)Nc3ccccc3[N+](=O)[O-])coc2c1	-32	-1	-7	2	0.0	-3	1	-5	-33	18
CCOCC(=O)N1CCN(c2cccc(Cl)c2)CC1	-16	4	-5	2	0.7	-3	-3	9	0	3
COc1ccc(-n2cnnc2SCC(=O)N(C)C2CCS(=O)(=O)C2)cc1 (centres undefined)	14	0	21	2	0.0	-2	-2	?	-3	9
COc1ccc(-n2cc(C(=O)c3cc4ccccc4oc3=O)c(C(C)=O)n2)cc1	-40	2	2	1	0.0	1	0	-7	-63	17
CCn1c(SCC(=O)c2[nH]c(C)c(C(C)=O)c2C)nnc1-c1cccs1	-11	0	4	3	-0.6	1	0	6	-6	26
CCC1C(=O)C(CC)C(c2ccccc2)NC1c1ccccc1 (centres undefined)	14	-1	-2	2	-0.8	6	3	-3	-19	7
COc1ccccc1NC(=O)CCN1C(=O)c2ccccc2S1(=O)=O	·	-2	·	2	·	-3	5	·	-3	10
CC(C)N(C(=O)Cn1cc(SCC(=O)N2CCCC2)c2ccccc21)C(C)C	-2	-1	13	-3	-0.9	0	2	4	-22	6
COc1ccc(NC(=S)N(C(C)C)C2CCN(C(C)C)CC2)cc1Cl	-24	-1	5	-4	4.1	4	0	-5	-47	-6
CCOC(=O)C1=C2SCC(=O)N2C(N)=C(C#N)C1	12	-4	2	3	-0.5	-4	-3	0	-13	5
CC1CCN(C(=O)CCNC(=O)c2ccccc2)CC1	-40	-3	0	·	0.5	0	3	5	-38	·
Cc1c(CN2CC[C@@H](N3CCN(c4ccccn4)CC3)[C@H](O)C2)[nH]c2ccc(F)cc12	2	-3	-3	2	-2.6	-3	-2	-4	-53	10
O=C(CSc1ccccn1)N1CCN(S(=O)(=O)c2ccc(Cl)cc2)CC1	7	-1	6	2	0.2	·	·	10	·	5
CCOC(=O)c1c(C)[nH]c(N=Nc2ccc(C)cc2C)c1C	-106	6	0	1	2.4	4	5	-18	-22	0
CCc1nc(Sc2nc(C)cc(C)n2)c2oc3ccccc3c2n1	-13	-2	5	1	-0.4	3	1	-9	4	26
Cc1ccc(Cn2nnc3c(=O)[nH]c(C4CCCN(C(=O)Nc5ccc(F)cc5F)C4)nc32)cc1 (centres undefined)	11	-3	9	4	0.2	2	-2	25	-5	9
COC(=O)c1ccc(NS(=O)(=O)c2ccc3c(c2)oc(=O)n3C)cc1	3	-10	2	3	-0.4	·	·	-3	·	38
O=C(c1ccc2nc(N3CCOCC3)sc2c1)N1CCC(Cc2ccccc2)CC1	0	0	-14	-2	0.5	-1	-2	-8	-12	9
O=C(NC(=S)NCc1ccco1)c1cccc(Cl)c1	-16	-1	3	-8	0.1	-2	3	3	-19	18
CN(C)C(=O)c1cc(C(=O)c2ccccc2Cl)c[nH]1	-30	0	0	1	0.9	4	-6	5	-17	16
COc1ccc(CNC(=O)C2CCNCC2)cc1	19	2	-1	-1	-0.7	-5	1	-1	-25	15
CCCC(=O)Oc1ccc(-c2nccc(C(OC)OC)n2)cc1	-8	1	-2	0	-34	4	-3	13	-2	-12
NC(=S)N/N=C/c1ccc([N+](=O)[O-])cc1	-10	1	5	1	-0.4	2	0	20	-38	27
COc1ccc(Cl)cc1N(C(C)C(=O)O)S(C)(=O)=O (centres undefined)	16	-1	3	2	0.2	0	-2	20	-17	-4
O=C(Nc1ccc(F)cc1)N1CCc2ccccc2C1	-203	-2	15	-2	2.6	0	-4	15	-82	2
COc1ccc(CN(Cc2cccn2C)S(=O)(=O)c2ccc(F)cc2)cc1	18	-1	-7	3	-1.2	0	1	14	-4	8
CN(C)CCNC(=O)c1sc2nc(-c3ccccc3)cc(C(F)(F)F)c2c1N	4	6	1	-3	0.6	3	1	3	-25	4
COc1cc(C(=O)NCCSc2ccc(Cl)cc2)cc(OC)c1OC	-1	0	18	0	0.4	3	4	7	21	-5
CCc1ccccc1NCc1cc(=O)oc2cc(C)ccc12	12	5	11	1	-0.3	0	-3	21	-5	8
CCCN(CCC)CCCNC(=S)Nc1ccc2nc(N3CCCC3)cc(C)c2c1	-72	2	2	-2	0.9	6	-4	4	-26	34
NC(=O)c1cccc(CS(=O)(=O)c2ccc(Cl)cc2)c1	9	0	-5	0	0.6	-6	6	9	-22	1
O=C(CN1CCC(n2nnc3cc(C(F)(F)F)ccc32)CC1)Nc1ccc2c(c1)OCCO2	-12	-2	-32	0	-2.1	3	5	-32	-23	14
Cc1c(C(=O)N(C)C)sc2nc(-c3ccccn3)[nH]c(=O)c12	-30	-3	2	0	0.3	-2	-8	-2	-43	21
Cc1cc(C)n(-c2ccc(C(=O)OCC(=O)NCc3ccco3)cc2)n1	-10	-2	-6	2	-46	-6	1	11	-24	11
COc1ccc(NC(=O)Nc2cccs2)cn1	-61	1	1	-1	0.2	-5	-1	6	-51	14
Cc1nc2ccccc2cc1C(=O)NCc1ccco1	20	-2	-1	-8	0.0	9	6	-3	1	5
CCCCCCCCCOC(=O)C[n+]1csc(CCO)c1C	-18	·	5	-3	0.0	1	1	-6	17	16
COC(=O)COc1ccc(C2NC(=O)NC(C)=C2C(=O)NCc2ccccc2)cc1OC (centres undefined)	9	0	-4	1	-0.2	-2	5	12	15	11
Cc1ccccc1NC(=O)Cc1nnc(SCC(=O)NC2=NCCS2)n1C	-6	-1	-2	3	1.1	-4	1	-9	-22	1
Cc1nc([N+](=O)[O-])cn1CC(=O)Nc1ccc2c(c1)OCO2	-1	-1	6	-7	-0.2	-4	-4	0	16	5
O=C(c1ccncc1)N1N=C(c2ccc(Cl)cc2)CC1c1ccccc1O (centres undefined)	-128	0	2	-1	4.0	-2	-1	7	-29	16
O=C(NCc1nc2ccccc2[nH]1)C1=C[C@H](c2coc3ccccc3c2=O)C[C@H](OCCCCO)O1	17	-4	-3	3	1.0	·	·	2	·	21
COc1nnc(-c2ccc(N3CCOCC3)c(NC(=O)c3ccco3)c2)c2ccccc12	19	0	-3	-6	0.0	1	1	5	3	11
CCC(Oc1ccc(C)c(C)c1)C(=O)N1CCCN(C)CC1 (centres undefined)	1	2	0	-1	-1.4	-2	-4	-5	-39	16
